Screening results as filed in PubChem.
CDK5 p35 inh: blocks human CDK5/p35 kinase activity; Q00535+Q15078; inhibition, % at 10 µM; Recombinant CDK5/p35, ADP-Glo luminescence, 60 min; actives 0.01% (n = 330,000); AID 488839;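 active = highest replicate inhibition of at least 50% and at least 75% of replicates reaching 50%; inconclusive = only one of the two criteria met; inactive = both criteria failed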;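 also: plate controls were DMSO neutral control for no effect and GW8510 at 10 µM for full effect; many of its hits are not listed in these tables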
Rtt109 Vps75: inhibitors of Candida albicans Rtt109/Vps75 histone acetyltransferase; actives 0.16% (n = 330,000); AID 540336; inhibition, % at 34.9 µM; purified Rtt109/Vps75, ThioGlo CoA-SH fluorescence, 4 h;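 active = inhibition of at least 50% in every replicate; inconclusive = best replicate reaches 50% inhibition but some replicates fall short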
Target sequence (Q5AAJ8 whole entry, looked up): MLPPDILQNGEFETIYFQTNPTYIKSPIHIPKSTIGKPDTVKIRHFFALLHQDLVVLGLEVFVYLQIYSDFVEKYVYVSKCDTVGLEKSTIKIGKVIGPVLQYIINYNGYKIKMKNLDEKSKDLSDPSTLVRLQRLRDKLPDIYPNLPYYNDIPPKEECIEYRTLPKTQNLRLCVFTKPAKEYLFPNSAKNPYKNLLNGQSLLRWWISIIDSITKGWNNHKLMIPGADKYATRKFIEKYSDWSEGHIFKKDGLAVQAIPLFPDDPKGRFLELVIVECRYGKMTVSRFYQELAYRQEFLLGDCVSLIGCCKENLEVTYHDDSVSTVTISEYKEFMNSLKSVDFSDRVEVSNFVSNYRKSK
SR-BI DiI inh: mouse SR-BI HDL lipid transfer inhibition | Q61009 | ldlA[mSR-BI] CHO cells, DiI-HDL uptake fluorescence, 3 h | inhibition, % at 12.5 µM | actives 0.96% (n = 320,000) | AID 488896;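 active = mean replicate inhibition of at least 70% and a set share of replicates each scoring 70 or more; inconclusive = meets just one of the two criteria; inactive = fails both criteria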;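 also: 0% = median of neutral control wells and 100% = median of positive control wells; values of inactives mirror those of a sister screen read the other way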
HTR5A ag ctr: counter-screen for OPRM1-OPRD1 agonists: human HTR5A agonism | activation, % at 9.3 µM | AID 504692 | actives 0.61% (n = 340,000) | HTR5A agonist assay, luminescence, cell-based | P47898; in the data active = activation mostly above about 9.5%, no sharp cut-off; inactive = mostly below about 7.6%;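 also: 0% = cells with vehicle only and 100% = reference agonist; strong numbers were not always called active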
Target sequence (P47898 whole entry, looked up): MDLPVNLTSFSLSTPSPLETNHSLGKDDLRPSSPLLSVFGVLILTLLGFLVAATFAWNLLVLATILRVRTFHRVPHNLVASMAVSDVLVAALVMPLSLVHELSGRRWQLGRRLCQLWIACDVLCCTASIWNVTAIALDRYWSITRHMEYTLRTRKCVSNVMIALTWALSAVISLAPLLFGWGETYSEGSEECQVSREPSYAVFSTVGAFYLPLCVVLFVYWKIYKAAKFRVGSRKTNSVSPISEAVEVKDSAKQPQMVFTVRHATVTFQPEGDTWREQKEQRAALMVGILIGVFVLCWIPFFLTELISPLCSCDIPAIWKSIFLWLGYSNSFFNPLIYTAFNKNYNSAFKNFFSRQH
PvdQ inh: P. aeruginosa PvdQ acylase inhibition; purified PvdQ acylase, fluorescence plate reader; inhibition, % at 10 µM; actives 0.063% (n = 340,000); AID 488965; in the data active = inhibition above about 30%, passing the limit was not always enough; inconclusive = no clear call, values can overlap the other calls;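 also: 0% = vehicle neutral wells and 100% = reference inhibitor wells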
SR-BI DiI-HDL act: enhances SR-BI lipid uptake from DiI-HDL | activation, % at 12.5 µM | actives 0.096% (n = 320,000) | CHO ldlA[mSR-BI] cells, DiI-HDL uptake fluorescence, 3 h; 100 = double the neutral-control signal;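 active = mean replicate activation of at least 60% and every replicate at or above 60%; inconclusive = mean or all-replicate condition met, but not both; inactive = mean below 60% and not all replicates reaching 60%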;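 also: 0% = median plate neutral-control signal and 100% = twice that signal; values of inactives mirror those of a sister screen read the other way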
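system = CHO ldlA[mSR-BI] cells, LDL receptor-null, SR-BI overexpressing | medium = Ham's F12 with 0.5% BSA, HEPES 25 mM, pH 7.4 | probe or stimulus = DiI-HDL 10 µg/mL | compound dosing = single-point compound dose | incubation = compound exposure 3 h, 37 °C | technique = DiI fluorescence, bottom read | read-out = cell-associated DiI fluorescence as measure of HDL uptake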
dFosB activator: activators of mouse delta FosB homodimer. P13346. purified delta FosB, TAMRA-CDK5 oligo fluorescence polarization; percent of positive-control signal above neutral wells. activation, % at 25 µM. actives 0.99% (n = 340,000);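 active = mean activation above about 17%, with every replicate also reaching it, limit read from the data, passing the limit was not always enough; inconclusive = only one of the two conditions met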;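 also: fluorescence polarization rise as delta FosB binds a TAMRA Cdk5 AP-1 oligo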
Target sequence (P13346 whole entry, looked up): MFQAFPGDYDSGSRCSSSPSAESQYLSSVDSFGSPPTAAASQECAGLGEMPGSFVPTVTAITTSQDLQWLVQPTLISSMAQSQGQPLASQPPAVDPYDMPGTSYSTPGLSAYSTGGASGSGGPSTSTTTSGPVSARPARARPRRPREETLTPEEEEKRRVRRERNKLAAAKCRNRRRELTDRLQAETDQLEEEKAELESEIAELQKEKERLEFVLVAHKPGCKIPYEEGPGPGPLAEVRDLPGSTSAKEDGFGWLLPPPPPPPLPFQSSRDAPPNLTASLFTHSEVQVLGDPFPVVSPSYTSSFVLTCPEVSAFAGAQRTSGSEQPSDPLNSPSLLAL
MITF act: MITF TRPM1 promoter activation in melanoma cells; SK-MEL-5 TRPM1-promoter luciferase, 24 h; % of positive control, neutral wells = 0; AID 588334; actives 0.75% (n = 300,000); activation, % at 12.5 µM;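 active = mean activation of at least 80% with every replicate also reaching 80%; inconclusive = mean reaches 80% but some replicate falls short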;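 also: 0% = neutral control wells and 100% = parthenolide positive control wells; values of inactives mirror those of a sister screen read the other way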
Wnt act: Wnt/beta-catenin pathway activation; Wnt/beta-catenin reporter cell assay, activator, plate reader; activation, % at 9.35 µM; actives 1.2% (n = 300,000); AID 743398; in the data active = activation above about 30%, passing the limit was not always enough; inconclusive = no clear call, values can overlap the other calls;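 also: 0% = neutral control wells and 100% = positive control wells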
RTF Ca sens act: cardiac RTF calcium sensitization; activation, % at 7.2 µM; IANBD-labeled TnC RTF fluorescence at EC20 calcium; 0% EC20 calcium, 100% full calcium; P19429+P45379; actives 0.24% (n = 340,000);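 active = activation above the mean over all tested compounds plus 3 SD, cut at about 30% in these data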;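 also: rise in fluorescence read as greater calcium sensitivity of cardiac thin filaments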
An asterisk follows results filed as active; i = inactive; ? = inconclusive; . = not tested or not shown.

mol	CDK5 p35 inh	Rtt109 Vps75	SR-BI DiI inh	HTR5A ag ctr	PvdQ inh	SR-BI DiI-HDL act	dFosB activator	MITF act	Wnt act	RTF Ca sens act
CN(CCc1ccccc1)C(=O)c1cc(COc2cccc(C(F)(F)F)c2)on1	.	-15	4	3	0	-4	-4	30	2	-10
O=C(Cn1cnc2ccccc2c1=O)N1CCN(Cc2ccccc2)CC1	1.1	9	-9	2	2	9	-10	.	-4	0
COc1ccc(OCC(=O)Nn2c(-c3ccc(OC)cc3)nc3ccccc3c2=O)cc1	-0.4	11	-34	1	0	34	-10	-12	-3	-1
CCN(CC)c1nc(-c2ccccn2)nc(-c2ccccc2)c1C#N	-13	8	10	-2	-2	-10	-17	-19	.	-2
CN(C)Cc1c(O)ccc2c3c(c(=O)oc12)CCCCC3	0.7	i	.	-1	-5	.	5	-2	.	3
COc1ccccc1NC(=S)NNC(=O)c1nn(C)c(C)c1Cl	4.0	1	-9	-4	-7	9	6	11	.	1
O=C(COC(=O)CCc1ccccc1)Nc1cc([N+](=O)[O-])ccc1F	-0.8	-4	-16	9	-1	16	-8	-14	.	-5
Cc1cc(-c2ccc(Cl)s2)n[nH]1	-0.1	1	-3	3	5	3	-3	58	.	-4
CC1CC2(C)CC(C)C1(COC(=O)Nc1ccccc1)CO2 (stereo not drawn)	-1.7	-1	17	3	-18	-17	1	11	0	1
CCCCN1C2CCCC1CC(NC(=O)c1ccccc1Cl)C2 (stereo not drawn)	0.0	0	-9	-1	-7	9	4	-10	0	-1
N/N=C(\Cc1cscn1)c1ccc(O)cc1O	0.8	-7	-25	1	-2	25	-5	17	17	-3
O=C(/C=C/c1ccco1)Nc1ccccc1N1CCCC1	-0.6	.	3	-6	-11	-3	-2	-12	5	0
O=C(Nc1ccccc1C(=O)N1CCOCC1)C1CCC(=O)N1C1CCCC1 (stereo not drawn)	0.5	0	-11	1	-11	11	-8	-3	.	2
Cc1ccc(CNC(=O)c2ccc3c(=O)[nH]c4c(C(=O)NCC5CCCO5)sc(=S)n4c3c2)cc1 (stereo not drawn)	-0.8	2	26	-1	-3	-26	-33	-3	-2	1
O=[N+]([O-])c1ccc(Oc2ccc(/C=N/O)cc2)nc1	-0.8	-4	-8	1	7	8	-10	10	0	4
Clc1ccc(CCNc2ncnc3c2nnn3Cc2ccccc2)cc1	-1.1	-14	4	6	-2	-4	7	5	3	1
Clc1ccc(N=NN2CCOCC2)cc1	2.9	10	-21	0	13	21	1	77	-1	2
COc1ccc(N2CC(C(=O)Nc3ccc([N+](=O)[O-])cc3Br)CC2=O)cc1 (stereo not drawn)	0.4	6	11	-2	4	-11	-2	-2	-5	-6
CCOC(=O)CNC(=O)CSc1nc2sc(C)c(C)c2c(=O)n1C	-0.2	2	-21	-6	-4	21	-1	-11	0	1
N#Cc1ccc(N2CCCC2C(=O)O)c([N+](=O)[O-])c1 (stereo not drawn)	-0.7	3	5	2	3	-5	0	1	-2	2
Cc1cccc(C)c1NC(=O)c1ccc2c(c1)CCN2S(C)(=O)=O	1.1	-4	17	1	-10	-17	-8	4	0	-4
CCOC(=O)c1c(NC(=O)C(=O)N/N=C/c2ccc(OCC)cc2)sc2c1CCCCC2	-2.1	-5	52	5	-9	-52	-1	15	-1	-2
O=C(c1cnccn1)N1CCN(C/C=C/c2ccccc2)CC1	0.8	-1	4	2	-13	-4	-5	1	.	2
O=S(Cc1ccc(Br)cc1)Cc1nnc(SCc2ccc(Cl)cc2)n1-c1ccccc1 (stereo not drawn)	2.7	2	2	8	-8	-2	-8	0	.	1
COc1cc(OC)cc(C(=O)NCCNC(=O)c2ccccc2)c1	0.0	-1	-15	5	-5	15	-7	.	.	6
Cc1ccccc1NC(=O)CCS(=O)(=O)c1ccc(Br)cc1	1.6	2	6	-4	-11	-6	5	6	-1	7
CC(=O)NCC(=O)OCc1ccc([N+](=O)[O-])cc1	-0.1	-4	3	-2	-7	-3	-8	1	-3	2
CC1(C)CC(=O)N(CC(=O)NCc2ccc(F)cc2)c2ccccc2S1(=O)=O	0.9	4	-15	0	-12	15	8	-9	-1	-2
CC1(C)OC(=O)C(=CNc2ccccc2F)C(=O)O1	0.8	.	-10	0	-11	10	5	.	.	-4
O=C1NC(=S)S/C1=C\c1cc(Cl)ccc1Cl	-1.4	-5	11	-2	-10	-11	4	35	11	-6
O=C(NCc1cccnc1)c1cccc(C(F)(F)F)c1	-3.8	1	-20	6	11	20	-6	-7	.	3
Cn1c(N2CCOCC2)nc2c1c(=O)n(Cc1ccc(Cl)cc1)c(=O)n2C	2.2	5	-31	4	-14	31	-4	.	-2	0
CCN(CC)S(=O)(=O)c1ccc(N2CCOCC2)c(NC(=O)c2c3c(nc4ccccc24)CCC3)c1	1.4	35	16	-3	-2	-16	-3	-1	.	-5
CCn1c2ccccc2c2cc(NC(=O)CN3CCCC3)ccc21	3.2	8	12	4	6	-12	2	7	-2	-8
O=C(NNS(=O)(=O)c1ccc(F)cc1)c1sccc1-n1cccc1	0.3	-2	5	4	-17	-5	-9	3	-1	2
O=C(NCc1ccco1)c1c(F)cccc1Cl	1.1	-5	-1	-1	-5	1	4	-4	.	2
COC(=O)c1ccccc1NC(=O)CCCn1nc(C)c2c(C)n(-c3ccccc3)nc2c1=O	-1.0	-8	9	9	1	-9	-2	0	0	-3
Cc1cccc(C)c1NC(=O)CN1C(=O)C(C)Oc2ccccc21 (stereo not drawn)	-5.4	-4	12	2	-15	-12	-2	.	-1	-5
Cc1cccc(NC(=O)C2C3C=CC(O3)C2C(=O)O)c1C (stereo not drawn)	0.6	1	0	-2	-8	0	-7	-4	0	11
COC(=O)c1ccc(NS(=O)(=O)c2ccc3[nH]c(=O)oc3c2)cc1	1.0	9	-5	1	0	5	3	-5	-2	1
O=C(NCC1CCCO1)C(=O)N/N=C/c1ccc(O)c(Cl)c1 (stereo not drawn)	-2.5	2	.	-3	4	.	-8	0	2	2
COc1ccc(CCNC(=O)CSc2nc3cc(Cl)ccc3o2)cc1OC	-0.8	4	14	8	-17	-14	0	-9	.	-2
CC(C)C(=O)Nc1cccc(-c2nc3ncccc3o2)c1	1.5	0	-20	1	-8	20	-8	.	-1	0
COc1ccc(N2CCN(C(=O)C(=O)c3cn(CC(=O)N4CCCCCC4)c4ccccc34)CC2)cc1	-0.8	8	?	1	-8	-71	-14	-16	-3	0
CN1CCCCCC1=Nc1ccc([N+](=O)[O-])cc1	-1.7	5	-3	1	3	3	4	.	-2	8
CCc1c(C)sc(NC(=O)c2cc(C3CC3)on2)c1C#N	0.7	3	9	5	11	-9	-8	.	3	3
CCCc1cc(=O)oc2cc(C)cc(OC(C)C(=O)NCc3ccccn3)c12 (stereo not drawn)	-1.9	0	1	0	-6	-1	-8	-7	-2	-6
CCOc1ccccc1N(CC(=O)NCCc1ccccc1)C(=O)CCC(=O)Nc1ccccn1	-0.7	3	3	3	-10	-3	-3	3	-1	-1
COCCCn1cn[nH]c1=S	-1.1	2	-12	8	-9	12	-2	-3	1	4
C=CCc1c(C)nc(-c2ccccc2)nc1N/N=C/c1ccncc1	0.5	0	69	-3	-10	-69	-14	?	4	4
O=C(CSc1nncs1)NNC(=O)c1ccccc1Br	-0.4	3	-47	-2	-2	47	0	4	1	4
Nc1ccc(OCC(O)C[n+]2ccc(CCS(=O)(=O)[O-])cc2)cc1 (stereo not drawn)	1.6	23	-14	-3	-10	14	6	-6	-1	1
COc1cc(OC)cc(C(=O)NCCS(=O)(=O)N2CCN(Cc3ccccc3)CC2)c1	-5.8	-13	8	5	-8	-8	-5	3	1	6
CCOc1ccccc1N1CCN(C(=O)C2=CC=CN3CCS(=O)(=O)N=C23)CC1	-0.2	-10	-3	4	-16	3	3	9	19	8
COc1ccc(-n2nc(C(=O)NCC(=O)NCC3COc4ccccc4O3)c3ccccc3c2=O)cc1OC (stereo not drawn)	3.1	12	14	7	5	-14	-2	8	-3	1
COc1ccc(OC)c(C2/C(=C(\O)c3ccc(OC)c(Cl)c3)C(=O)C(=O)N2CCN(C)C)c1 (stereo not drawn)	-0.9	-4	-36	-1	-6	36	0	-9	.	-5
Cc1c(NC(=O)C(C)Sc2ccccc2)c(=O)n(-c2ccccc2)n1C (stereo not drawn)	0.1	-3	-18	4	-17	18	-2	-2	-5	0
O=C(Nc1ccc(Nc2ccncc2)cc1)c1ccc([N+](=O)[O-])cc1	-1.4	-2	-5	6	-19	5	-7	-86	-2	2
O=C(CSCc1cccc(Cl)c1)N/N=C/c1ccc(OCC(=O)N2CCCCC2)cc1	-0.4	24	-12	8	-7	12	-17	-3	2	-1
O=C(/C=C/c1ccc(OCCCF)cc1)N1CCN(Cc2ccccc2)CC1	0.9	-4	-9	1	1	9	0	12	2	-4

(list continues)
mol	CDK5 p35 inh	Rtt109 Vps75	SR-BI DiI inh	HTR5A ag ctr	PvdQ inh	SR-BI DiI-HDL act	dFosB activator	MITF act	Wnt act	RTF Ca sens act
O=C1[C@@H]2C(c3cccnc3)=NO[C@@H]2C(=O)N1c1ccc(Cl)cc1Cl	2.0	9	-10	1	4	10	3	.	0	-2
C=C(C)C(=O)Nc1cccnc1Oc1ccc(F)cc1F	-0.4	-2	7	-3	-14	-7	-7	7	-2	5
O=C(O)CCCCCNC(=O)Cn1nnc2ccccc2c1=O	-0.5	9	-30	1	1	30	1	5	2	3
CC(NC(=O)c1ccc(CS(C)(=O)=O)cc1)c1cccc2ccccc12 (stereo not drawn)	2.4	-6	.	-2	-13	.	-2	.	1	-3
COc1c(C)cc(NC(=O)c2ccc3c(c2)NC(=O)CO3)cc1C	-0.6	8	31	-4	4	-31	-4	-6	-1	-6
Cc1ccccc1NC(=O)/C(=C\c1cccs1)NC(=O)c1ccccc1	3.1	14	6	2	13	-6	-6	2	.	0
COc1ccc(NC(=O)c2cc3ccccc3o2)cc1	2.0	-8	0	5	18	0	-1	55	4	-7
Cc1cccc(NC(=O)CSc2nnc(-c3ccncc3)n2CC2CCCO2)c1 (stereo not drawn)	-1.4	4	-11	0	4	11	-4	-1	1	-6
Cc1ccc2nc(SCc3cccc([N+](=O)[O-])c3)nc(C)c2c1	0.2	-4	19	4	-13	-19	-4	.	-2	2
O=C(NC(Cc1ccccc1)C(=O)O)/C(=C\c1cccc([N+](=O)[O-])c1)NC(=O)c1ccco1 (stereo not drawn)	2.1	19	-28	5	4	28	-5	10	-1	0
Cc1ccccc1-c1ccc(C(=O)Nc2cccc(F)c2)o1	1.7	-8	-2	3	1	2	5	53	27	-5

No enrichment for hits; 4.4% or so of the library scored in one or more.
